PolyA inhibitor = polyadenylation inhibitors in yeast reporter cells, primary screen, luminescence, S. cerevisiae. S. cerevisiae SKY197-pL101 polyadenylation reporter, beta-gal luminescence; efflux-impaired pdr1/pdr3 knockout yeast; score 100 = 6 SD above DMSO. calls only at 12 µM. actives 0.02% (n = 300,000). AID 1875, 2009;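 active = lowest replicate activity score at least 50, where 100 means six control SD above control mean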;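 note: yeast exposed to compound for 9 h at 30 °C; higher score means more reporter readthrough which indicates perturbed polyadenylation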
KCNK3 block = human KCNK3 channel inhibitors, primary screen, CHO cells, FluxOR thallium flux, B-score. FluxOR fluorescence; hits give low values. actives 0.84% (n = 340,000). B-score at 10 µM;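 active = B-score under library mean minus 4 SD, starting fluorescence ratio at most library mean plus 5 SD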;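 note: more negative B-score means stronger inhibition of thallium flux through KCNK3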
KCNK9 block = KCNK9 potassium channel inhibitors, primary screen, HEK293 cells, thallium flux | FluxOR thallium flux fluorescence; hits give low values | B-score at 10 µM | actives 1.2% (n = 310,000) | AID 488922, 2010;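 active = ratio B-score over 3 SD below the library mean, with starting fluorescence within 5 SD of its mean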;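 note: negative B-score means less thallium flux so channel inhibition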
TRPC4 PAM = positive allosteric modulators of TRPC4, primary screen, cell-based, mouse TRPC4beta, HEK293 mu-opioid, Fluo-4 calcium; B-score at 10 µM; AID 2227, 2009; actives 0.42% (n = 310,000); DAMGO EC20, Fluo-4 Ca2+ flux; hits give high values;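 active = B-score of calcium response area above 5 SD of library B-scores, with initial fluorescence ratio within 5 SD of library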;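 note: B-score of integrated fluorescence ratio over time as area under calcium response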
KCNQ1 inh = inhibitors of human KCNQ1 channel, primary screen, cell-based, thallium flux, high-throughput; Potassium voltage-gated channel subfamily KQT member 1 (Homo sapiens), P51787; actives 1.3% (n = 310,000); CHO-K1 KCNQ1, FluxOR thallium flux fluorescence; hits give high values; B-score at 10 µM;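 active = compounds whose thallium flux B-score, printed positive for inhibition, exceeds three library SD while starting fluorescence stays within three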;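 note: channel opened by potassium depolarization with thallium stimulus after 20 min compound exposure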
hERG rescue = hERG rescue from dofetilide block, primary screen, cell-based, CHO-hERG, FluxOR thallium flux, dofetilide IC70 | dofetilide IC70 present | actives 0.51% (n = 310,000) | activation (rescue from dofetilide block), less the hit threshold, % at 10 µM | AID 1511, 2009 | Voltage-gated inwardly rectifying potassium channel KCNH2 (Homo sapiens), Q12809;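 active = activation above the mean of controls blocked by dofetilide plus 5 SD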;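 note: thallium influx through hERG after potassium depolarization seen as dye fluorescence rise; in these data hits start at about 4.7%; inactives centre near -7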
Target sequence (Q12809 whole entry, looked up): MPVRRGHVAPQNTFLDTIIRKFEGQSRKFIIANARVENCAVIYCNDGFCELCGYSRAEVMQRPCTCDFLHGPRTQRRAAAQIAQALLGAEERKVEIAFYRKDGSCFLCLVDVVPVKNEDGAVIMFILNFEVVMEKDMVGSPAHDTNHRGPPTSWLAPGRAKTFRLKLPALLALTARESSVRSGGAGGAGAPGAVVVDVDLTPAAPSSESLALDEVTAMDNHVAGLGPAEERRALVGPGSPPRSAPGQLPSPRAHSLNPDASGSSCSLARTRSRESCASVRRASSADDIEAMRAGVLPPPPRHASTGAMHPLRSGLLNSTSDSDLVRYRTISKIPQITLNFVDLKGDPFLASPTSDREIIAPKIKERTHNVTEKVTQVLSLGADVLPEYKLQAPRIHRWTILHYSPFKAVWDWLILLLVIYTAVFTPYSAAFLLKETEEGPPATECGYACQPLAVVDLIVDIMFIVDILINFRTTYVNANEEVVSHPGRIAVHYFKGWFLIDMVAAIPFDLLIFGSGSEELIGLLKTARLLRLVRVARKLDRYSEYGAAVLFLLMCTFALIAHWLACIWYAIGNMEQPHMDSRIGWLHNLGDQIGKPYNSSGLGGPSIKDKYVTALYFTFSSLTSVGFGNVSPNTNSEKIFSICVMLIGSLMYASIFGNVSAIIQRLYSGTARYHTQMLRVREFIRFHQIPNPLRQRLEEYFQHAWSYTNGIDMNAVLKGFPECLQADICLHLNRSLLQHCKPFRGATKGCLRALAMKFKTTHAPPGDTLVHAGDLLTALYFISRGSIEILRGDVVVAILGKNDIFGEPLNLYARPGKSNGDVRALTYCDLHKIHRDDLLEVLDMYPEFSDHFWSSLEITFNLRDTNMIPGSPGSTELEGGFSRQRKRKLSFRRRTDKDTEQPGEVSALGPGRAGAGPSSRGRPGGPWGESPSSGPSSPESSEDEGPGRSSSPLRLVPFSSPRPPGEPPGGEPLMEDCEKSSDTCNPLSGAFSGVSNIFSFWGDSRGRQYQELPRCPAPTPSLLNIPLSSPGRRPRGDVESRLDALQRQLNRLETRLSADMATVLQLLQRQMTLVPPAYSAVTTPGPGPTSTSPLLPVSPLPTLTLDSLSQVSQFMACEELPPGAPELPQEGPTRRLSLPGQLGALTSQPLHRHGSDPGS
KCNQ1 act = potentiators or activators of KCNQ1 channel, primary screen, cell-based, thallium flux, high-throughput; CHO-K1 KCNQ1, thallium flux FluxOR fluorescence; hits give high values; B-score at 10 µM; actives 0.35% (n = 310,000); AID 2648, 2010;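 active = fluorescence ratio B-score, a plate-corrected score, at least three library SD, with initial intensity B-score within 5 SD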
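Schedule – 37 °C overnight plating, 90-min dark dye load, 20-min compound pretreatment · System – stable KCNQ1 CHO-K1 line · Probe or stimulus – thallium- and potassium-containing depolarizing buffer · Measured by – kinetic FluxOR fluorescence, 10 s baseline plus 110 s post-stimulus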
Platelet DG rel = inhibitors of platelet dense granule secretion, primary screen, cell-based, MLPCN, human platelets; human platelet-rich plasma, SFLLRN dense granule ATP release, luminescence; inhibition, %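 (compounds screened at 7.5 µM in platelet-rich plasma)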; actives 0.22% (n = 300,000);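 active = mean replicate score, as percent of positive control, at or above 50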
TRPC4 block = inhibitors of mouse TRPC4 channel, primary screen, Fluo4 calcium, HEK293 TRPC4beta/mu-opioid cells; Short transient receptor potential channel 4 (Mus musculus), Q9QUQ5; DAMGO-evoked Fluo4 calcium flux; hits give low values; B-score at 10 µM; actives 0.39% (n = 300,000); AID 2247, 2010;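 active = B-score over 3 SD under the library average, no early fluorescence shift, positive overall ratio signal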
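Assay system: HEK293 cells with stable TRPC4beta plus mu-opioid receptor expression; Probe or stimulus: DAMGO in two steps, submaximal then maximal; Dosing: single-point compound dosing; Measured by: Fluo4 calcium-dye fluorescence, kinetic read; Read-out basis: B score from integrated Fluo4 fluorescence ratio.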
TRPC4 act = activators of mouse TRPC4 channel, primary screen, Fluo4 calcium, HEK293 TRPC4beta/mu-opioid cells; AID 2237, 2010; Short transient receptor potential channel 4 (Mus musculus), Q9QUQ5; actives 0.49% (n = 310,000); B-score at 10 µM; Fluo4 calcium fluorescence; hits give high values;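 active = B-score above 5 SD of library B-scores, and initial fluorescence ratio not above library mean plus 5 SD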;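 note: positive B-score marks a calcium rise read as TRPC4 activation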
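Material: TRPC4beta and mu-opioid receptor HEK293 stable cells | Incubation: 45 min room-temperature Fluo4 loading, 110 s read | Detection: Kinetic Fluo4 calcium fluorescence | Measure: Integrated baseline-normalised fluorescence ratio, converted to per-well B score | Benchmarks: Low control buffer alone, high control maximal DAMGO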
Dyrk1A ADPGlo = rat Dyrk1A kinase inhibitors, primary screen, biochemical, single point, plate reader. actives 0.43% (n = 310,000). inhibition, % at 12.5 µM. ADP-Glo luminescence, NFATc1 peptide; in the data active = inhibition above about 50%;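 note: plate controls were vehicle with enzyme for no effect and no enzyme for full effect; many of its hits are not listed in these tables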
* = called active by the depositor; i = inactive; nt = no result given. An excerpt; the hit share may differ from the screen's.

SMILES | PolyA inhibitor | KCNK3 block | KCNK9 block | TRPC4 PAM | KCNQ1 inh | hERG rescue | KCNQ1 act | Platelet DG rel | TRPC4 block | TRPC4 act | Dyrk1A ADPGlo
O=C(/C=C/c1ccc(Br)cc1)N1CCN(c2cccc(C(F)(F)F)c2)CC1 | i | i | i | i | 7* | -13 | i | -10 | i | i | nt
Cc1ccc(C)c(S(=O)(=O)N2CCCC2CNC(=O)C(=O)NCc2ccccc2)c1 (centres undefined) | i | i | i | i | i | -11 | i | 0 | i | i | nt
CC(=O)N1N=C(c2ccc(C)cc2)OC1c1ccc(Br)cc1 (centres undefined) | i | i | i | i | i | -8 | i | 0 | i | i | -4
O=C(Cc1c[nH]c2ccccc12)Nc1cccc(S(=O)(=O)N2CCCCC2)c1 | i | nt | i | i | i | -12 | i | -3 | i | i | nt
O=C(O)c1ccc(-c2nnc(-c3ccc([N+](=O)[O-])cc3)o2)cc1 | i | i | i | i | i | -5 | i | 8 | i | i | 4
O=C1NCCN(Cc2ccc(F)cc2)C1CC(=O)N1CC=C(c2ccccc2)CC1 (centres undefined) | i | i | i | i | i | -8 | i | 1 | i | i | 12
COc1ccc2c(c1)c(C(=O)O)c(C)n2CCc1ccc(OC)c(OC)c1 | i | i | i | i | i | -3 | i | 7 | i | i | 14
COc1ccc(-c2nc(C#N)c(NCc3ccc(F)cc3)o2)cc1OC | i | i | i | i | i | -4 | i | -8 | i | i | 17
C=CCN1C(=O)C(O)(CC(=O)c2ccccc2)c2ccccc21 (centres undefined) | i | i | i | i | i | 0 | i | 10 | i | i | -4
CCc1nnc(NC(=O)C2CC(=O)N(C3CCCCC3)C2)s1 (centres undefined) | i | i | i | i | i | -13 | i | -12 | i | i | 2

By substructure, those above containing a carbonyl joined to an NH by a bond outside any ring
SMILES | PolyA inhibitor | KCNK3 block | KCNK9 block | TRPC4 PAM | KCNQ1 inh | hERG rescue | KCNQ1 act | Platelet DG rel | TRPC4 block | TRPC4 act | Dyrk1A ADPGlo
Cc1ccc(C)c(S(=O)(=O)N2CCCC2CNC(=O)C(=O)NCc2ccccc2)c1 (centres undefined) | i | i | i | i | i | -11 | i | 0 | i | i | nt
O=C(Cc1c[nH]c2ccccc12)Nc1cccc(S(=O)(=O)N2CCCCC2)c1 | i | nt | i | i | i | -12 | i | -3 | i | i | nt
CCc1nnc(NC(=O)C2CC(=O)N(C3CCCCC3)C2)s1 (centres undefined) | i | i | i | i | i | -13 | i | -12 | i | i | 2

Shown as a hit in KCNQ1 inh, of those listed so far:
SMILES,PolyA inhibitor,KCNK3 block,KCNK9 block,TRPC4 PAM,KCNQ1 inh,KCNQ1 act,Platelet DG rel,TRPC4 block,Dyrk1A ADPGlo
O=C(/C=C/c1ccc(Br)cc1)N1CCN(c2cccc(C(F)(F)F)c2)CC1,i,i,i,i,7*,i,-10,i,nt

Continuation:
SMILES | PolyA inhibitor | KCNK3 block | KCNK9 block | TRPC4 PAM | KCNQ1 inh | hERG rescue | KCNQ1 act | Platelet DG rel | TRPC4 block | TRPC4 act | Dyrk1A ADPGlo
O=C(CN(C(=O)c1csnn1)c1ccc(Cl)cc1)NC1CCCC1 | i | i | i | i | i | -7 | i | -9 | i | i | -5
Cn1ccc(NC(=O)Nc2ccc(Cl)cc2Cl)n1 | i | i | i | i | i | -7 | i | 13 | i | i | 23
COc1ccc(C=Nc2cccc3ncccc23)cc1 | i | i | i | i | i | -4 | i | 2 | i | i | -3
CC(C)OC(=O)C(=O)NNc1ccccc1 | i | i | i | i | i | -4 | i | 0 | i | i | -14
CSc1nc(N)c2c(n1)OC(N)=C(C#N)C2c1cccnc1 (centres undefined) | i | i | i | i | i | -13 | i | 4 | i | i | 0
CC(C)(C)NC(=O)C(c1ccco1)N(C(=O)c1csnn1)c1ccccc1 (centres undefined) | i | i | i | i | i | -11 | i | 0 | i | i | 1
COc1cc(C2Nc3ccc4ncccc4c3C3=C2C(=O)CC(C)(C)C3)cc(OC)c1O (centres undefined) | i | i | i | i | i | -8 | i | -5 | i | i | 7
COc1ccc(Nc2ncnc3scc(-c4ccc(OC)cc4)c23)cc1 | i | i | i | i | i | -3 | i | -6 | i | i | 10
COc1ccccc1N1CCN(C2CCCN(C(=O)CCc3cnccn3)C2)CC1 (centres undefined) | i | i | i | i | i | -5 | i | 4 | i | i | -4
COC(=O)NNC(=O)c1ccc(C)cc1 | i | i | i | i | i | -9 | i | 0 | i | i | -10
CC(C)(C)c1ccc(S(=O)(=O)NCC(=O)Nc2sc3c(c2C(N)=O)CCCC3)cc1 | i | i | i | i | i | -4 | i | nt | i | i | 10
O=C(COC(=O)CN1C(=O)c2ccccc2C1=O)Nc1ncc(Cl)cc1Cl | i | i | i | i | i | -15 | i | 10 | i | i | 0
Cc1ccc(NC2=NCC(=O)N2Cc2ccccc2)c(C)c1 | i | i | i | i | i | -5 | i | 1 | i | i | -1
COc1cc(C2N(Cc3ccccc3)CCN2Cc2ccccc2)ccc1OC(C)=O | i | i | i | i | i | -8 | i | 5 | i | i | nt
O=C(Nc1ccccc1)c1ccc(Cn2cc(C(F)(F)F)ccc2=O)cc1 | i | i | i | i | i | -9 | i | 4 | i | i | 4
COc1ccc(CC(=O)Nc2ccc(-c3nnc(-c4ccc(C)cc4)o3)cc2)cc1 | i | i | i | i | i | -7 | i | -6 | i | i | -1
CN(C)CCn1c(=S)[nH]c2ccc(Cl)cc2c1=O | i | i | i | 14* | i | -3 | i | -2 | i | i | 9
COc1ccc(C(=O)Nc2cccc(C)c2)cc1S(=O)(=O)N1CCOCC1 | i | i | i | i | i | -6 | i | -6 | i | i | 0
COC(=O)N/N=C/c1cc(Cl)cc(Cl)c1OCc1ccccc1 | i | i | i | i | i | -6 | i | 18 | i | i | -1
c1ccc(Cn2nnnc2CN2CCCC2)cc1 | i | i | i | i | i | -11 | i | -3 | i | i | 3
O=C1/C(=C/c2ccc(O)c(O)c2)SC(=S)N1Nc1ccccc1 | i | i | i | i | i | -13 | i | 15 | i | i | 21
Cc1ccc(OCCNS(=O)(=O)c2cccs2)cc1 | i | i | i | i | i | -4 | i | 1 | i | i | 9
COCCCn1c(=O)c2sccc2n2c(CCCC(=O)N3CCN(c4ccccn4)CC3)nnc12 | i | i | i | i | i | -16 | i | -9 | i | i | -3
Cc1ccc(-c2nnc(Nc3ccc(C(=O)N(C)C)cc3)c3ccccc23)cc1S(N)(=O)=O | i | i | i | i | i | 0 | i | 16 | i | i | 2
Cc1cc(C)c(NC(=O)CSc2nc3[nH]ncc3c(=O)[nH]2)c(C)c1 | i | i | i | i | i | -11 | i | -2 | i | i | 1
CCN(CC(=O)NCc1cccs1)C(=O)C1CC(=O)N(c2ccc(OC)cc2OC)C1 (centres undefined) | i | i | i | i | i | -16 | i | -4 | i | i | -1
Cc1cc(C)c(S(=O)(=O)N2CCCC(C(=O)NCc3ccccn3)C2)c(C)c1 (centres undefined) | i | i | i | i | i | -3 | i | 18 | i | i | 0
COCC(C)NS(=O)(=O)c1ccccc1 (centres undefined) | i | i | i | i | i | -6 | i | 1 | i | i | 1
Cc1cc([N+](=O)[O-])ccc1NCc1ccc2c(c1)OCCO2 | i | i | i | i | i | -10 | i | -7 | i | i | 10
CCOc1ccc(OCc2nnc(SCC(=O)NC3CCS(=O)(=O)C3)n2-c2ccc(Cl)cc2)cc1 (centres undefined) | i | i | i | i | i | -12 | i | -1 | i | i | 7
CCC1CCCCN1CCCNC(=O)C1CCC(CNS(=O)(=O)c2c(C)cc(C)cc2C)CC1 (centres undefined) | i | i | i | i | i | -7 | i | -5 | i | i | 2
CCOc1ccc(C(=O)NC2CCN(S(=O)(=O)CC)CC2)cc1 | i | i | i | i | i | -14 | i | -2 | i | i | 0
N#Cc1c(N)n(CCOC(=O)c2cccc([N+](=O)[O-])c2)c2nc3ccccc3nc12 | i | i | i | i | i | -8 | i | -3 | i | i | nt
Cc1ccc(NC(=O)CSCC(=O)Nc2ccc(S(=O)(=O)N3CCOCC3)cc2)cc1 | i | i | i | i | i | -8 | i | -10 | i | i | -6
Cc1ccc(Cl)c2c1=NC(=O)C=2c1[nH]c(=S)[nH]c1O | i | i | i | i | i | -5 | i | -7 | i | i | 1
O=C(CCSCc1ccccc1F)NCCc1ccccc1 | i | i | i | i | i | -15 | i | -4 | i | i | 13
CCN1CCc2c(sc(NC(=O)c3ccc(C(=O)c4ccccc4)cc3)c2C(N)=O)C1 | i | i | i | i | i | -21 | i | -8 | i | i | -1
COc1ccccc1-n1c(-c2cccnc2)n[nH]c1=S | i | i | i | i | i | -3 | i | -2 | i | i | -8
Cc1cccc(NC(=O)COC(=O)c2ccc3c(c2)OCO3)c1C | i | i | i | i | i | -5 | i | 0 | i | i | 2
Cc1nn(-c2ccccc2)c(C)c1NS(=O)(=O)c1ccccc1 | i | i | i | i | i | -13 | i | 4 | i | i | -3
Cc1cccc(S(=O)(=O)N/N=c2\sc3ccccc3n2C)c1 | i | i | i | i | i | -11 | i | 0 | i | i | nt
COCCCn1c(SCC(=O)Nc2ccc(C(=O)OC)cc2)nc2ccccc2c1=O | i | i | i | i | i | -16 | i | 4 | i | i | 9
COC(=O)c1c(NC(=O)C2CCC2)sc(C(=O)N(C)C)c1C | i | i | i | i | i | -7 | i | 6 | i | i | 5
COc1ccccc1Cn1cccc1C=O | i | i | i | i | i | -5 | i | 1 | i | i | -6
C=CCNC(=O)NC(=O)COC(=O)C(C)Oc1ccc(Cl)cc1Cl (centres undefined) | i | i | i | i | i | 1 | i | 3 | i | i | 2
COc1ccc(NS(=O)(=O)c2ccc(NC(=S)NCC3CCCO3)cc2)cc1 (centres undefined) | i | i | i | i | i | -15 | i | -4 | i | i | -3
COc1nc(N(C)S(=O)(=O)c2ccc(C)cc2)nc(C)c1Cl | nt | i | i | i | i | -6 | i | -3 | i | i | 2
O=C(Cn1c(=O)cnc2ccccc21)NC1CCC(O)CC1 (centres undefined) | i | i | i | i | i | -6 | i | -8 | i | i | 8
